Screening data as filed in PubChem.
EBI2 antag – antagonists of human EBI2 receptor; P32249; EBI2 beta-arrestin recruitment, luminescence, 7a,25-OHC stimulated; AID 651636; 0.81% of 360,000 active; inhibition, % at 5 µM; in the data active = inhibition above about 38%;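 also: enzyme fragment complementation signal reports receptor beta-arrestin coupling in cells; 0% = agonist plus DMSO wells and 100% = wells without agonist; some results beyond the cut were filed as inactive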
MPTP block – permeability transition pore inhibition. isolated mouse mitochondria, Ca2+ swelling absorbance, 30 min. inhibition, % at 10 µM. 1.4% of 360,000 active. AID 602449;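 active = inhibition of 50% or more, scaled per plate between neutral and stimulator controls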;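 also: 0% = DMSO wells given calcium and 100% = 1 mM EGTA wells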
CCR6 antag – blocks CCL20-driven beta-arrestin recruitment at human CCR6 | P51684 | 0.49% of 340,000 active | CHO-K1 CCR6 PathHunter beta-arrestin, luminescence, CCL20-stimulated | AID 493098 | inhibition, % at 20 µM;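 active = compounds whose inhibition of the agonist-driven luminescence signal at 20 µM reaches about 50%, limit read from the data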;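 also: cells stimulated with CCL20 at 14 nM final; plate controls were DMSO with CCL20 for no effect and DMSO without agonist for full effect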
Target sequence (P51684 whole entry, looked up): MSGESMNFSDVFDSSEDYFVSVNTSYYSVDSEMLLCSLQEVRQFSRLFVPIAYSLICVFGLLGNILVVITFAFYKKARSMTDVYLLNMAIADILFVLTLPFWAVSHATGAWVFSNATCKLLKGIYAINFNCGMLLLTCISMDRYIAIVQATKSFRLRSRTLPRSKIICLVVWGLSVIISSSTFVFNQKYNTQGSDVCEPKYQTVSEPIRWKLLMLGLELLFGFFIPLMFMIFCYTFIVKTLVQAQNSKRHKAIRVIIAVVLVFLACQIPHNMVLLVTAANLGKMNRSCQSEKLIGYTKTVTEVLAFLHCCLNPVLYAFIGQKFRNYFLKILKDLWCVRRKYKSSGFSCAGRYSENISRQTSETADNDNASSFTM
Gli-Sufu block – antagonists of Gli-Sufu signaling | 0.74% of 340,000 active | AID 588413 | inhibition, % at 5 µM | Sufu-KO-LIGHT fibroblasts, Gli luciferase reporter luminescence;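 active = inhibition above about 55%, limit read from the data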;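 also: 0% = DMSO-treated cells and 100% = wells with medium but no cells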
CXCR6 inh – inhibitors of human CXCR6 receptor. O00574. CHO-K1 PathHunter CXCR6 beta-arrestin, luminescence. inhibition, % at 20 µM. 0.36% of 360,000 active; in the data active = inhibition above about 34%, passing the limit was not always enough;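 also: antagonist mode with CXCL16 agonist at 10 nM final; 0% = 10 nM CXCL16 with DMSO and 100% = unstimulated wells without agonist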
A3G deaminase – blocks human APOBEC3G single-stranded DNA deamination | Q9HC16 | 0.28% of 330,000 active | recombinant A3G, ssDNA deamination FAM/TAMRA fluorescence | inhibition, % at 20 µM;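 active = inhibition of at least 40% at 20 µM, with no more than 30% in the related APOBEC3A deaminase screen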;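 also: plate controls were DMSO wells with A3G for no effect and wells lacking A3G enzyme for full effect; some compounds called inactive have numbers as strong as hits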
Target sequence (Q9HC16 whole entry, looked up): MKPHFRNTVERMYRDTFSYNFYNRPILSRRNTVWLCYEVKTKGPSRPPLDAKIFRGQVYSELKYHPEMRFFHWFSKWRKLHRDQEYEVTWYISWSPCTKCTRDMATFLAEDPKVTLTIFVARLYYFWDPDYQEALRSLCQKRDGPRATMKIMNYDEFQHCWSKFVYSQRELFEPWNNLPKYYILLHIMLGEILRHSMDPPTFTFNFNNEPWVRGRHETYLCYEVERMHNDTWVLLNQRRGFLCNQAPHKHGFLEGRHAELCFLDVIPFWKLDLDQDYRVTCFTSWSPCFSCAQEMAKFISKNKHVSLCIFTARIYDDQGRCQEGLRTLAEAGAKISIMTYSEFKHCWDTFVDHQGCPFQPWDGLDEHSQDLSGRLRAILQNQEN
A3A deaminase – inhibitors of human APOBEC3A DNA deaminase; P31941; recombinant A3A, FAM/TAMRA ssDNA deamination fluorescence; inhibition, % at 20 µM; 0.41% of 330,000 active; AID 493011;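 active = at least 40% inhibition at 20 µM here, with at most 30% in a related deaminase screen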;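 also: plate controls were A3A with DMSO for no effect and wells lacking A3A enzyme for full effect; some results filed as inactive read as strong as hits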
Target sequence (P31941 whole entry, looked up): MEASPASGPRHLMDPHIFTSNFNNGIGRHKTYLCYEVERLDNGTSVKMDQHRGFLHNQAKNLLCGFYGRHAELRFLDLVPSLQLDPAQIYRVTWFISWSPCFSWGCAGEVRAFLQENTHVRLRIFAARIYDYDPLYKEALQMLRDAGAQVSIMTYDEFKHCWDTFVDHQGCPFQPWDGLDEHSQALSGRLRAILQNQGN
GRIN3A LBD mod – NR3A (human) ligand-binding domain modulation; Tm shift relative to glycine control, % at 25 µM; NR3A LBD differential scanning fluorimetry, Tm shift; 0% = protein alone, 100% = glycine-bound protein; 2.5% of 340,000 active;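 active = melting temperature shift of at least 10% of the positive control shift, at one fixed dose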
* marks the source's active call; other numbers are inactive results; nt = no result given. An unsorted share of the library, and some 5.8% of all compounds hit somewhere here.

Results follow in this order: EBI2 antag	MPTP block	CCR6 antag	Gli-Sufu block	CXCR6 inh	A3G deaminase	A3A deaminase	GRIN3A LBD mod
- O=S1(=O)c2c(F)cccc2OC(COCc2ccccc2)CN1C1CCCC1 (centres undefined)
 : 14.1	-2.7	18.7	14.8	14.8	nt	nt	1.7
- COCCn1c(C(F)(F)F)ccc(NC(=O)c2ccccc2)c1=O
 : 0.2	1.4	10.2	-92.2	-0.7	-8.0	-0.5	-2.5
- CN(c1ccccc1)S(=O)(=O)c1ccc(C(=O)NCC(c2ccco2)N2CCCCC2)cc1 (centres undefined)
 : 1.9	-0.5	14.0	12.6	0.4	-4.5	0.9	0.2
- CC(Nc1ccc(Br)cc1)C(=O)Nc1cccc(S(=O)(=O)N2CCOCC2)c1 (centres undefined)
 : 11.1	-0.3	13.8	-3.1	-4.3	-9.8	0.8	-5.0
- Cc1cc(=O)[nH]c(SCC(=O)c2ccc(F)c(C)c2)n1
 : 2.7	-0.6	-2.5	-15.1	-5.5	-10.3	-1.9	-1.7
- O=S(=O)(Oc1ccccc1N1CCCCC1)c1ccccc1
 : 25.9	3.4	21.9	21.3	-0.1	-2.6	0.0	2.9
- COc1cc2c(cc1OC)C1(CCCC1)CNC2c1cccc([N+](=O)[O-])c1 (centres undefined)
 : 40.1	-0.5	78.4*	-11.6	63.3*	-7.3	-3.9	0.1
- CCn1c2ccccc2c2nnc(SCC(=O)Nc3cc(C)on3)nc21
 : -3.9	-1.0	5.1	-4.6	-1.3	9.5	2.1	0.5
- CC(=O)c1cccc(NC(=O)c2ccc3c(c2)CCCC3)c1
 : 4.7	-0.4	14.3	-54.4	-4.3	-3.8	-4.6	-0.1
- Cc1ccc(S(C)(=O)=O)cc1C(=O)Nc1ccc(S(=O)(=O)Nc2nccs2)cc1
 : -12.0	-0.4	4.8	-11.6	3.1	-5.8	-0.2	-2.2
- CCc1cccc(C)c1NC(=O)COC(=O)C1CC(=O)N(CCc2ccc(OC)c(OC)c2)C1 (centres undefined)
 : -5.3	-1.4	2.3	3.4	-0.2	-11.3	-1.3	0.4
- CCOC(=O)C1CCC(=O)C1 (centres undefined)
 : -9.3	-1.7	-1.1	-2.4	0.8	nt	nt	0.5
- Cc1c(C)n(C)c2ccc(C(=O)N3CCN(c4ccccc4)CC3)cc12
 : 31.2	1.3	-5.6	1.2	-9.0	-7.0	-5.7	-1.3
- CC(=O)c1ccc(OCCCC(=O)N2CCN(S(=O)(=O)c3ccc(C(C)C)cc3)CC2)cc1
 : 21.5	-1.6	1.7	20.2	-13.4	-5.3	8.7	-2.1
- COc1ccc(C(=O)Nc2cc(C)on2)cc1S(=O)(=O)N1CC(c2ccccc2)CC1=O (centres undefined)
 : 1.6	-0.3	8.2	4.3	4.9	-5.2	0.6	0.7
- Cc1cccc(NC(=O)CN(CC2CCCO2)C(=O)c2oc3ccc(F)cc3c2C)c1C (centres undefined)
 : 15.6	0.0	2.2	-2.2	6.6	-3.0	-0.5	1.9
- O=C(C[n+]1cccc(C(=O)Nc2ccccc2)c1)c1ccc([N+](=O)[O-])cc1
 : -4.3	0.9	-4.6	16.2	-0.5	1.1	-6.0	0.4
- O=S(=O)([O-])CCC[n+]1c(SCCCS(=O)(=O)O)sc2ccc(Cl)cc21
 : -12.5	2.4	8.5	2.7	5.3	5.2	-4.6	-3.1
- O=C(NC(=S)Nc1nc2c(s1)CCCC2)c1ccc(C(=O)c2ccccc2)cc1
 : 19.9	5.7	35.4	-6.9	14.8	3.5	0.8	-2.1
- O=C(C=Cc1cccc(Cl)c1)c1ccccc1
 : 11.9	-1.3	15.7	-18.1	2.3	nt	nt	-12.0
- Cc1cc(SCC(=O)OC(C)C(=O)N(C)c2ccccc2)nc2ccccc12 (centres undefined)
 : -16.7	-0.5	10.9	-7.2	4.8	-9.7	0.2	0.8
- CN(C)/C=C(\C#N)C(=O)N/N=C/c1ccccc1
 : -6.5	-1.2	5.0	-32.3	-7.0	-4.7	-0.8	-0.9
- CCOC(=O)/C(C#N)=C\c1ccc2c(c1)OCO2
 : -0.4	-0.2	-10.6	5.6	-6.0	-2.2	0.3	-0.7
- Cn1c(SCc2ccccc2C#N)nc2ccccc2c1=O
 : 6.8	9.6	11.4	16.0	2.3	-10.1	2.6	3.3
- CC(C)C(=O)Nc1sc2c(c1-c1nc3ccccc3[nH]1)CCCC2
 : 3.0	0.8	4.8	3.8	-0.2	0.9	2.1	-3.5
- CCCCCn1c(=O)c(C(=O)OCC)c(O)c2ccccc21
 : 6.2	-0.3	23.2	-2.4	-8.1	-3.8	-9.2	-0.5
- COc1ccc(-c2ccc(SCC(=O)c3cccs3)nn2)cc1OC
 : 6.7	1.7	-5.6	-5.1	-8.8	-5.4	-5.0	0.7
- Cc1cnc(C(=O)OCC(=O)N2C(C)CCCC2C)cn1 (centres undefined)
 : -15.6	0.2	-3.3	1.6	-0.2	-4.6	-0.6	-1.1
- O=C(COC(=O)CCNS(=O)(=O)c1ccccc1)Nc1ccc(OC(F)F)cc1
 : -8.3	0.0	12.7	nt	-0.1	-4.6	0.9	-0.2
- CCCCN(C(C)=O)c1ccc(S(=O)(=O)NC2=NCCCCC2)cc1NC(C)=O
 : -0.5	0.0	-0.2	1.1	-10.4	-6.7	-4.0	-2.9
- CSCCC(NC=O)C(=O)NC(C)C(=O)O (centres undefined)
 : 4.0	-0.5	1.8	-7.3	-1.6	nt	nt	-2.4
- O=C(Nc1cccnc1)C1COc2ccccc2O1 (centres undefined)
 : -2.8	-2.8	-15.6	-20.8	-9.4	-2.3	0.8	-2.5
- O=C(Cc1ccccc1)N/N=C/c1ccc(OCC(=O)Nc2ccccc2)cc1
 : -1.8	-0.5	5.4	-1.8	-13.7	-2.6	-1.3	3.8
- CCOc1ccccc1NC(=O)COC(=O)/C=C/c1cccs1
 : 0.0	-1.0	16.8	0.6	5.9	-2.6	2.2	-1.0
- CCn1ncc([N+](=O)[O-])c1C(=O)Nc1ccc(C)c(C)c1
 : -7.7	-0.8	16.2	-3.6	-6.2	-1.5	-2.2	-2.1
- COc1ccnc(Oc2ccccc2)c1C(=O)N/C=N/OCc1ccc(F)cc1Cl
 : -20.0	-3.3	7.4	-18.6	3.7	-0.9	1.5	-3.0
- CCCCn1c(N)c(N(CC(C)C)C(=O)CSc2nnc(C)n2-c2ccccc2)c(=O)[nH]c1=O
 : 1.0	-1.0	-2.4	-2.2	4.0	nt	nt	1.8
- CN(C)/C=C/C(=O)c1c(F)cccc1F
 : -8.0	0.7	2.7	-0.1	3.2	-1.4	2.4	0.4
- O=C(c1ccc(CNS(=O)(=O)c2ccc(Br)cc2)cc1)N1CCCC1
 : 10.8	-1.8	12.5	22.8	-12.8	-10.8	-3.0	0.3
- Cc1ccsc1-c1nc(CSCC(=O)NCc2ccc3c(c2)OCO3)c(C)o1
 : 0.8	0.3	14.7	5.0	-4.6	-11.9	-5.3	-2.4
- CCOc1ccccc1N(CC(=O)Nc1ccccc1F)S(=O)(=O)c1ccccc1
 : 5.0	0.2	26.8	1.9	2.6	-4.5	-4.3	3.7
- C=CCNC(=O)c1ccc(-c2nc(-c3ccc(Cl)c(Cl)c3)cs2)cc1
 : 12.3	1.9	10.2	-6.3	-9.6	-6.9	-4.4	31.5*
- COc1cccc(C(=O)NC(C)C(c2cccs2)N2CCOCC2)c1 (centres undefined)
 : 0.1	0.2	-1.4	0.4	-6.3	5.2	11.2	-1.6
- CCN(CC)CCOC(=O)C12CC3CC(CC(C3)C1)C2
 : -5.4	0.5	12.9	-3.1	-0.4	-0.7	0.3	1.2
- CCN(CC)S(=O)(=O)c1ccc(S(=O)(=O)N(CC(=O)Nc2ccccc2)Cc2ccco2)cc1
 : 9.1	3.7	10.8	0.3	3.5	-1.7	5.7	-32.5
- O=C1C=C(NC2=CC3OC(c4ccccc4)OCC3OC2=O)CCC1 (centres undefined)
 : 15.5	4.3	9.8	14.5	8.4	nt	nt	7.9
- O=C(O)CCN1C(=O)c2ccc(NC(=O)C(c3ccccc3)c3ccccc3)cc2C1=O
 : 14.1	0.8	17.1	2.6	-0.4	-4.0	-2.5	-0.5
- CCOc1ccc(NS(=O)(=O)c2ccc3c(c2)N(C(C)=O)CC3)cc1
 : -1.1	-0.9	11.8	19.1	-7.8	-8.4	-4.0	0.6
- CC12CCC(C(=O)N3CCc4ccccc43)(CC1=O)C2(C)C (centres undefined)
 : -2.6	0.7	5.3	7.5	-8.7	-8.5	-4.6	-1.9
- O=C1C=CC2(C=C1)O[C@H](Cc1ccccc1)[C@@H](Cc1ccccc1)O2
 : 84.6*	-2.1	93.9*	43.5	76.2*	nt	nt	-0.2
- COc1ccccc1-n1c(COc2ccccc2-c2ccccc2)nnc1SCC(=O)c1c(N)n(C)c(=O)n(C)c1=O
 : 6.0	1.5	6.5	-8.8	-6.6	-10.5	2.9	0.3
- CCOC(=O)c1ccc(-n2c(CN3CCC(C(N)=O)CC3)nc3ccc([N+](=O)[O-])cc3c2=O)cc1
 : -15.8	2.4	8.7	-3.5	0.9	-2.0	5.3	-2.2
- c1ccc2cc(OCCOCCOc3ccc4ccccc4c3)ccc2c1
 : 9.7	1.3	25.5	-1.7	-1.2	5.7	3.2	-0.1
- COc1ccc(-n2c(Cc3cc(=O)[nH]c(=O)[nH]3)nnc2SCC(=O)NC2CCCC2)cc1
 : 3.4	-1.0	-7.9	-0.9	-0.5	-12.0	-2.3	0.9
- COC(=O)c1ccccc1OCCOCCOc1cccc2ccc(C)nc12
 : 0.6	-1.1	8.2	-2.8	3.4	-3.9	-3.5	-0.9
- CCOc1ccc2nc(N(CCCN(C)C)C(=O)c3ccc(S(=O)(=O)N4CCc5ccccc5C4)cc3)sc2c1
 : 4.6	1.1	5.3	31.3	12.2	-5.8	-1.5	2.2
- COc1ccc2cc3cc(C(=O)NC4CC4)sc3nc2c1
 : -1.1	0.0	-0.2	-66.1	0.8	-0.6	-8.0	-4.1
- Nc1c(C(=O)Nc2ccc3c(c2)OCCO3)nnn1Cc1ccccc1
 : 8.1	-1.4	10.6	-88.5	-1.1	-0.9	4.8	-1.0
- COc1ccc(/C=C(/NC(=O)c2ccc([N+](=O)[O-])cc2)C(=O)NC(C)(C)C)cc1
 : -0.2	1.2	-0.5	-3.9	-7.4	1.3	1.3	-0.1
- Cc1[nH]n(-c2ccc([N+](=O)[O-])cc2)c(=O)c1C=NCCN1CCN(C(=O)c2ccccc2)CC1
 : -5.4	18.8	-3.7	-24.5	6.2	0.4	-1.3	-6.3
- CC(=O)C1(C)OC(N)=C(C#N)C(c2ccccc2)C1(C#N)C#N (centres undefined)
 : -22.6	-1.3	-16.0	15.4	-6.8	-7.6	-1.1	-1.5
- CCc1ccc(/C=C2\Oc3cc(OC(=O)N4CCOCC4)ccc3C2=O)cc1
 : 14.8	9.5	6.9	-1.4	2.4	-12.4	-6.2	-0.7
- COc1ccc(NC(=S)N(CCc2c(C)[nH]c3ccccc23)Cc2cccnc2)cc1
 : 4.8	-1.3	7.2	-16.6	37.2*	-2.3	-0.2	-6.5

For convenience, some entries already given.
Results follow in this order: EBI2 antag	MPTP block	CCR6 antag	Gli-Sufu block	CXCR6 inh	A3G deaminase	A3A deaminase	GRIN3A LBD mod
- CSCCC(NC=O)C(=O)NC(C)C(=O)O (centres undefined)
 : 4.0	-0.5	1.8	-7.3	-1.6	nt	nt	-2.4
- O=C(Nc1cccnc1)C1COc2ccccc2O1 (centres undefined)
 : -2.8	-2.8	-15.6	-20.8	-9.4	-2.3	0.8	-2.5
- O=C(Cc1ccccc1)N/N=C/c1ccc(OCC(=O)Nc2ccccc2)cc1
 : -1.8	-0.5	5.4	-1.8	-13.7	-2.6	-1.3	3.8
- CCOc1ccccc1NC(=O)COC(=O)/C=C/c1cccs1
 : 0.0	-1.0	16.8	0.6	5.9	-2.6	2.2	-1.0
